tim23-1 inh – inhibits growth of tim23-1 mutant yeast; S. cerevisiae tim23-1 growth, BacTiter-Glo luminescence, 24 h; inhibition, % at 20 µM; 330,000 tested, 1.3% active;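 active means growth inhibition of the mutant yeast at or above 50%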;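 further: temperature-sensitive mutant grown at 25 °C; plate controls were DMSO-treated mutant yeast for no effect and medium wells lacking yeast for full effect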
UPR XBP1 act – activators of adaptive arm of unfolded protein response (XBP1) | CHO-XBP1 luciferase reporter, IRE1-XBP1 UPR activation, luminescence; percent of tunicamycin response, DMSO as zero | activation, % at 20 µM | 330,000 tested, 0.33% active | AID 463104;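 active means versus positive control, 20 µM dose yields 30% or more activation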;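 further: 100% = tunicamycin at 10 µg/mL and 0% = DMSO only wells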
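Assay system: IRE1-XBP1 luciferase reporter CHO line. Input: 1000 cells/well. Buffer or medium: F12 with 10% serum. Doses: 20 µM, 1% DMSO. Times: overnight seeding at 37 °C, 6 h compound treatment at 37 °C. Technique: Steady-Glo luciferase glow luminescence, 10 min after reagent addition.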
697 NFkB inh – inhibitors of the PMA/ionomycin-induced NF-kB reporter in 697 B cells; 330,000 tested, 0.33% active; 697 B-cell NF-kB luciferase reporter, 16 h; inhibition, % at 4 µM; in the data active means inhibition above about 35%
Mdm2-MdmX inh – human Mdm2/MdmX binding inhibition; O15151+Q00987; SaOS-2 split-luciferase Mdm2/MdmX complementation, luminescence; inhibition, % at 8 µM; 330,000 tested, 3% active; AID 485346;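 active means inhibition of at least 50% at 8 µM in the primary screen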
Target sequence (O15151 whole entry, looked up): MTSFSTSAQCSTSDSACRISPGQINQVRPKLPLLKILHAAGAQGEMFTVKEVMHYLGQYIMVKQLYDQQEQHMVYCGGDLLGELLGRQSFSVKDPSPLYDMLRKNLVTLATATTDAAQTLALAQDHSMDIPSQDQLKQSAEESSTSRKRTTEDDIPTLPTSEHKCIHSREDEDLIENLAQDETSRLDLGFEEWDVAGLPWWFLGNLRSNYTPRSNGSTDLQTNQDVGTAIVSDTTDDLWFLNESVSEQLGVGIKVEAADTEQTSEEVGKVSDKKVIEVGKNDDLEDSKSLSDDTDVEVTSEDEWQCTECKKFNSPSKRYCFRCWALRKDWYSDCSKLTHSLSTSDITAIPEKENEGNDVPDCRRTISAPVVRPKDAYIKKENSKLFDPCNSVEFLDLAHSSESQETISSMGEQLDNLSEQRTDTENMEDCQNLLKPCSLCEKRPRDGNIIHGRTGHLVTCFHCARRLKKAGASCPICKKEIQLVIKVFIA
Target sequence (Q00987 whole entry, looked up): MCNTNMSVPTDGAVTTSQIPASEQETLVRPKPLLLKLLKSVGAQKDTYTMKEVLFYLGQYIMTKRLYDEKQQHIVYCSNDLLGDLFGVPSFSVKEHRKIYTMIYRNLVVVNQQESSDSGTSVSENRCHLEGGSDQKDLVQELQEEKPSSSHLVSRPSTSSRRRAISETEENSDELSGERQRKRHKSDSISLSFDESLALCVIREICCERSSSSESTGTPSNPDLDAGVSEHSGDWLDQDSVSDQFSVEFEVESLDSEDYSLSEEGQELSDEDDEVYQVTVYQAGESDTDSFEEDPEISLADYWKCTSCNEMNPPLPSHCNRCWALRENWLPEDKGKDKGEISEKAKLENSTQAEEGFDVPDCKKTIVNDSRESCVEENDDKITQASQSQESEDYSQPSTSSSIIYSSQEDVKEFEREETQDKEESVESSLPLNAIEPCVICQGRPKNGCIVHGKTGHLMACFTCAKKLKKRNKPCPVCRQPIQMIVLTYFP
APJ antagonist – blocks the human apelin receptor APJ; P35414; CHO-K1 APJ beta-arrestin complementation, luminescence; inhibition, % at 20 µM; 330,000 tested, 0.32% active;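 active means inhibition above about 40% at 20 µM, limit read from the data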;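 further: cells challenged with 10 nM apelin-13 agonist together with compound; plate controls were apelin-13 plus DMSO wells for no effect and DMSO wells lacking apelin-13 for full effect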
Jurkat NFkB inh – inhibitors of the PMA/ionomycin-induced NF-kB reporter in Jurkat cells; PMA/ionomycin-induced NF-kB luciferase reporter, luminescence; inhibition, % at 4 µM; 330,000 tested, 0.53% active; in the data active means inhibition above about 50%
APJ ag – agonists of human APJ apelin receptor | CHO-K1 APJ PathHunter beta-arrestin, luminescence; 0% DMSO wells, 100% apelin | activation, % at 20 µM | 330,000 tested, 0.11% active;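 active means activation more than six SD over the plate average, tested at 20 µM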;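 further: 0% = DMSO alone and 100% = apelin-13 at 10 nM; some results filed as inactive read as strong as hits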
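assay system = CHO-K1 APJ beta-arrestin complementation cell line | input = cell density 1000 per well | dosing = compound 20 µM once, DMSO 1% | timing = compound 90 min 25 °C, reagent 1 h | measured by = luminescence from split beta-galactosidase complementation, Galacton Star/Emerald II substrate | read-out basis = APJ agonist activity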
CHOP UPR activ – activators of apoptotic arm of unfolded protein response (CHOP) | activation, % at 10 µM | 330,000 tested, 0.34% active | AID 449763 | CHO-CHOP luciferase reporter, UPR activation, luminescence; percent of tunicamycin response over DMSO baseline;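 active means at 10 µM dose, activation of 40% or more, normalized to positive control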;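 further: 100% = tunicamycin at 10 µg/mL and 0% = DMSO alone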
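Material: CHO-CHOP cells, stable luciferase reporter of PERK-eIF2a-CHOP signalling; quantity: 500 reporter cells seeded per well; buffer or medium: F12 medium containing 10% fetal bovine serum; compound: one dose, 10 µM in 0.5% DMSO; incubation: 6 h compound treatment, 37 °C; measured by: Steady-Glo luciferase luminescence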
Starred values were filed as active, the others as inactive.

Screening CSCCC(NC(=O)c1ccco1)C(=O)N(C)CC(=O)Nc1c(Cl)cccc1Cl (configuration not stated) returned tim23-1 inh -3, UPR XBP1 act -2, 697 NFkB inh 0, Mdm2-MdmX inh 16, APJ antagonist -3, Jurkat NFkB inh -6, APJ ag -4 and CHOP UPR activ 0.3.
O=C(c1cc(-c2cccc(Cl)c2)on1)N1CCOCC1 was read as tim23-1 inh 1, UPR XBP1 act -2, 697 NFkB inh -66, Mdm2-MdmX inh -37, APJ antagonist 14, Jurkat NFkB inh -62, APJ ag -2 and CHOP UPR activ 6.2.
For O=C(CSc1ccc(-c2ccccc2)nn1)Nc1ccc2c(c1)OCCO2 the results were tim23-1 inh 55*, UPR XBP1 act 1, 697 NFkB inh -32, Mdm2-MdmX inh -19, APJ antagonist 6, Jurkat NFkB inh -34, APJ ag -2 and CHOP UPR activ 5.2.
`Cc1cc(Br)ccc1OCCNCc1ccccc1` gave tim23-1 inh -1, UPR XBP1 act 0, 697 NFkB inh 19, Mdm2-MdmX inh -1, APJ antagonist 3, Jurkat NFkB inh 2, APJ ag -2 and CHOP UPR activ 0.4.
Cn1c(SCC2CCCCC2)nnc1-c1ccncc1 was read as tim23-1 inh 5, UPR XBP1 act -1, 697 NFkB inh 4, Mdm2-MdmX inh -2, APJ antagonist -3, Jurkat NFkB inh 0, APJ ag -7 and CHOP UPR activ -0.4.
CN(C)c1ccc(/C=N/NC(=O)c2ccc(-n3cnnn3)cc2)cc1 was read as tim23-1 inh -15, UPR XBP1 act -2, 697 NFkB inh 10, Mdm2-MdmX inh 32, APJ antagonist 13, Jurkat NFkB inh 1, APJ ag -3 and CHOP UPR activ 0.3.
COc1ccc(-c2noc(CCC(=O)NCCCN3CCN(c4ccc(F)cc4)CC3)n2)cc1 was read as tim23-1 inh 7, UPR XBP1 act 0, 697 NFkB inh 7, Mdm2-MdmX inh 12, APJ antagonist 10, Jurkat NFkB inh 14, APJ ag -4 and CHOP UPR activ -1.4.
`Cc1nc(CC(C)C)cc(C(=O)N2CCCC(CNS(=O)(=O)c3cccs3)C2)n1` (configuration not stated) gave tim23-1 inh -2, UPR XBP1 act 5, 697 NFkB inh 22, Mdm2-MdmX inh 20, APJ antagonist 5, Jurkat NFkB inh 8, APJ ag -4 and CHOP UPR activ -1.0.
For CCOc1ccc(CNC(=O)CCCc2cn(C)c3ccccc23)cc1 the results were tim23-1 inh 23, UPR XBP1 act -3, 697 NFkB inh 0, Mdm2-MdmX inh -1, APJ antagonist 3, Jurkat NFkB inh 5, APJ ag -3 and CHOP UPR activ -0.5.
For CN1C(=O)c2cccc3c(S(=O)(=O)Nc4ccccc4F)ccc1c23 the results were tim23-1 inh 27, UPR XBP1 act -2, 697 NFkB inh 37*, Mdm2-MdmX inh 51*, APJ antagonist 3, Jurkat NFkB inh 4, APJ ag -1 and CHOP UPR activ 0.1.

Nothing new here: entries from further up.
Screening CSCCC(NC(=O)c1ccco1)C(=O)N(C)CC(=O)Nc1c(Cl)cccc1Cl (configuration not stated) returned tim23-1 inh -3, UPR XBP1 act -2, 697 NFkB inh 0, Mdm2-MdmX inh 16, APJ antagonist -3, Jurkat NFkB inh -6, APJ ag -4 and CHOP UPR activ 0.3.
O=C(c1cc(-c2cccc(Cl)c2)on1)N1CCOCC1 was read as tim23-1 inh 1, UPR XBP1 act -2, 697 NFkB inh -66, Mdm2-MdmX inh -37, APJ antagonist 14, Jurkat NFkB inh -62, APJ ag -2 and CHOP UPR activ 6.2.

Continued:
Screening COc1ccc(C2CC3CC(c4ccccc4)N2O3)cc1 (configuration not stated) returned tim23-1 inh 9, UPR XBP1 act 1, 697 NFkB inh 10, Mdm2-MdmX inh 10, APJ antagonist 6, Jurkat NFkB inh 8, APJ ag 3 and CHOP UPR activ 2.1.
`CCCCOC(=O)Cn1c(=O)n(CC(=O)OCCCC)c2ccccc21` gave tim23-1 inh 32, UPR XBP1 act -4, 697 NFkB inh -5, Mdm2-MdmX inh -8, APJ antagonist 13, Jurkat NFkB inh -2, APJ ag -1 and CHOP UPR activ -1.7.
For CC1(C)NC(=O)N(CC(O)Cn2c3ccccc3c3ccccc32)C1=O (configuration not stated) the results were tim23-1 inh 0, UPR XBP1 act -1, 697 NFkB inh 20, Mdm2-MdmX inh 9, APJ antagonist -12, Jurkat NFkB inh 5, APJ ag 0 and CHOP UPR activ 0.4.
`CCC1Oc2ccc(C)cc2N(CC(=O)NCCN2CCCCCC2)C1=O` (configuration not stated) gave tim23-1 inh 17, UPR XBP1 act -2, 697 NFkB inh 10, Mdm2-MdmX inh 16, APJ antagonist 14, Jurkat NFkB inh 4, APJ ag -6 and CHOP UPR activ -1.9.
COc1ccc(OC)c(NC(=O)CSc2nnc(C3CCCCC3)n2N)c1 was read as tim23-1 inh 6, UPR XBP1 act 3, 697 NFkB inh 2, Mdm2-MdmX inh 13, APJ antagonist 8, Jurkat NFkB inh 9, APJ ag -1 and CHOP UPR activ 2.1.
Screening COc1ccc(C(CNC(=O)c2cc(S(=O)(=O)NCc3ccco3)ccc2C)N(C)C)cc1 (configuration not stated) returned tim23-1 inh -1, UPR XBP1 act -3, 697 NFkB inh 0, Mdm2-MdmX inh -1, APJ antagonist 1, Jurkat NFkB inh -3, APJ ag -2 and CHOP UPR activ 1.2.
Screening COc1ccc(C(=O)N/N=C2\CCS(=O)(=O)c3ccc(F)cc32)cc1OC returned tim23-1 inh 9, UPR XBP1 act 2, 697 NFkB inh 11, Mdm2-MdmX inh 41, APJ antagonist -8, Jurkat NFkB inh 12, APJ ag -2 and CHOP UPR activ -0.2.
`CN1CCc2nc(SCc3ccc(C(C)(C)C)cc3)c(C#N)cc2C1` gave tim23-1 inh 10, UPR XBP1 act -3, 697 NFkB inh 2, Mdm2-MdmX inh 24, APJ antagonist -2, Jurkat NFkB inh 12, APJ ag 2 and CHOP UPR activ -2.0.
For Cc1cc(NC(=O)C(C)C)ncc1NC(=O)c1ccco1 the results were tim23-1 inh 13, UPR XBP1 act -1, 697 NFkB inh 10, Mdm2-MdmX inh 42, APJ antagonist 9, Jurkat NFkB inh -7, APJ ag -3 and CHOP UPR activ 0.6.
Screening O=C(/C=C(\O)c1ccc(Cl)cc1)C(=O)NNC(=O)C(O)(c1ccccc1)c1ccccc1 returned tim23-1 inh 15, UPR XBP1 act -3, 697 NFkB inh 2, Mdm2-MdmX inh 11, APJ antagonist -1, Jurkat NFkB inh -16, APJ ag -1 and CHOP UPR activ -0.7.

Entries above with fluorine (3):
COc1ccc(-c2noc(CCC(=O)NCCCN3CCN(c4ccc(F)cc4)CC3)n2)cc1 was read as tim23-1 inh 7, UPR XBP1 act 0, 697 NFkB inh 7, Mdm2-MdmX inh 12, APJ antagonist 10, Jurkat NFkB inh 14, APJ ag -4 and CHOP UPR activ -1.4.
For CN1C(=O)c2cccc3c(S(=O)(=O)Nc4ccccc4F)ccc1c23 the results were tim23-1 inh 27, UPR XBP1 act -2, 697 NFkB inh 37*, Mdm2-MdmX inh 51*, APJ antagonist 3, Jurkat NFkB inh 4, APJ ag -1 and CHOP UPR activ 0.1.
Screening COc1ccc(C(=O)N/N=C2\CCS(=O)(=O)c3ccc(F)cc32)cc1OC returned tim23-1 inh 9, UPR XBP1 act 2, 697 NFkB inh 11, Mdm2-MdmX inh 41, APJ antagonist -8, Jurkat NFkB inh 12, APJ ag -2 and CHOP UPR activ -0.2.

The list goes on:
COc1cccc(CNC(=O)C(=O)NCCC2CCCCN2S(=O)(=O)c2cccs2)c1 (configuration not stated) was read as tim23-1 inh 31, UPR XBP1 act -1, 697 NFkB inh -8, Mdm2-MdmX inh -22, APJ antagonist 14, Jurkat NFkB inh 10, APJ ag 7 and CHOP UPR activ 0.4.
`O=S(=O)([N-]c1nc2ccccc2nc1-n1cc[n+](Cc2ccccc2)c1)c1ccccc1` gave tim23-1 inh -10, UPR XBP1 act 4, 697 NFkB inh 4, Mdm2-MdmX inh 16, APJ antagonist -7, Jurkat NFkB inh 2, APJ ag 3 and CHOP UPR activ 1.6.
For COc1cc(C(=O)OCC(=O)Nc2ccc(C(C)=O)cc2)ccc1OCC(=O)N1CCOCC1 the results were tim23-1 inh 7, UPR XBP1 act 1, 697 NFkB inh 2, Mdm2-MdmX inh -10, APJ antagonist -13, Jurkat NFkB inh 1, APJ ag 0 and CHOP UPR activ 2.7.
COc1ccc(S(=O)(=O)N2CCCC2C(=O)Nc2nccs2)cc1 (configuration not stated) was read as tim23-1 inh -2, UPR XBP1 act -2, 697 NFkB inh 2, Mdm2-MdmX inh 13, APJ antagonist 8, Jurkat NFkB inh -1, APJ ag -6 and CHOP UPR activ -1.9.
